ADAM10 inh: human ADAM10 inhibitors, primary screen, biochemical, QFRET, HTS; Disintegrin and metalloproteinase domain-containing protein 10 (Homo sapiens), O14672; recombinant ADAM10, EDANS/DABCYL FRET peptide cleavage, 3 h; inhibition, % at 7 µM; hit rate 0.62% among 370,000; AID 720582, 2013;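 active means inhibition above a per-campaign cutoff equal to the mean of compounds falling between control-based bounds plus 3 SD, cut at about 20% in these data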;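 further: 0% = DMSO wells while the 100% control is not disclosed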
Target sequence (O14672 214-748 limits assumed): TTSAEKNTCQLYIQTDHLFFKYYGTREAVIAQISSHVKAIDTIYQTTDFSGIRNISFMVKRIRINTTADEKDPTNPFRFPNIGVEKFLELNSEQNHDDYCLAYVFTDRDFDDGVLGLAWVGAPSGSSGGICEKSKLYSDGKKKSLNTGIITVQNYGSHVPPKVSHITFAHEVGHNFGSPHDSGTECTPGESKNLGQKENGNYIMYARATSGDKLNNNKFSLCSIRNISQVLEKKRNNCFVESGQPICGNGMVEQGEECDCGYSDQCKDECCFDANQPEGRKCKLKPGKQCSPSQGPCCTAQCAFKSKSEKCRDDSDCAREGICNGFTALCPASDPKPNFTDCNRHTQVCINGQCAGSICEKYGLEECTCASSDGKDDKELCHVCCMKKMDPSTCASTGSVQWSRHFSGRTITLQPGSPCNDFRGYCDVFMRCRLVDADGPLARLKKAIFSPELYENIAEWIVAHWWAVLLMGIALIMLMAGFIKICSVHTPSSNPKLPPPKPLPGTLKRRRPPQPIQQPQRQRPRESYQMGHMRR
hcDAF12 agonist: H. contortus DAF-12 nuclear receptor activators, primary screen, cell-based, luminescence, HEK293, lit1-tk-luc reporter; HEK293 hcDAF-12 lit1-tk-luc reporter; 0% DMSO, 100% Δ7-dafachronic acid; activation, % at 6.8 µM; hit rate 1.4% among 370,000;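 active means activation above the mean of all tested compounds plus 3 SD, cut at about 5.5% in these data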;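 further: 100% = response to 3 µM Δ7-dafachronic acid high control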
DAX1 inh-1: DAX1 (NR0B1) inhibitors, primary screen, cell-based, HEK293, Gal4-DAX1, luciferase luminescence; Nuclear receptor subfamily 0 group B member 1 (Homo sapiens), P51843; inhibition, % at 6.75 µM; hit rate 0.99% among 340,000; AID 504766, 2011; HEK293 Gal4-DAX1 luciferase reporter;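 active means inhibition above the mean over all tested compounds plus 3 SD, cut at about 4.2% in these data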;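 further: 0% = DAX1-transfected cells with DMSO and 100% = empty-vector control cells with DMSO; inhibition shows as a rise in luminescence from relieved DAX1 repression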
Target sequence (P51843 207-470 limits assumed): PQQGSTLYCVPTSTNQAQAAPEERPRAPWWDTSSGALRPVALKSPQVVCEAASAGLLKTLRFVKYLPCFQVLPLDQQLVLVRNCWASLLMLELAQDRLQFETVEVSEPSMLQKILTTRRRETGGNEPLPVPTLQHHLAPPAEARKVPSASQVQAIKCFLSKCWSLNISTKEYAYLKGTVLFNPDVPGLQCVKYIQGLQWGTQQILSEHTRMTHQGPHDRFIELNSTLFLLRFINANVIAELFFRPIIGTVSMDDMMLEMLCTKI
HGIII-sPLA2 inh: human group III sPLA2 inhibitors, primary screen, biochemical, QFRET, BODIPY PC-A2 liposome substrate; AID 743126, 2013; hit rate 0.56% among 370,000; QFRET BODIPY PC-A2 liposome hydrolysis, fluorescence; inhibition, % at 12.2 µM; Group 3 secretory phospholipase A2 (Homo sapiens), Q9NZ20;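 active means inhibition above mean plus 3 SD of compounds lying within the high and low control bounds, cut at about 19% in these data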;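 further: 0% = median of test compound wells and 100% = no enzyme DMSO wells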
NPR1 activator: GC-A stimulated cGMP production enhancers – HEK293 GC-A cells, cGMP TR-FRET, EC30 ANP, primary screen; hit rate 0.14% among 370,000; activation, % at 10 µM; 0% at EC30 ANP, 100% saturating ANP; Atrial natriuretic peptide receptor 1 (Homo sapiens), P16066; in the data active means activation above about 40%
GC-B act: human GC-B receptor activators, primary screen, HEK293 GC-B cells, cGMP TR-FRET, EC30 CNP; activation, % at 10 µM; Atrial natriuretic peptide receptor 2 (Homo sapiens), P20594; hit rate 0.11% among 370,000; 0% at EC30 CNP, 100% saturating CNP; AID 1920062, 2024;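 active means activation at 10 µM reaching about 35% in either raw or pattern-adjusted values, limit read from the data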
DAX1 inh-2: DAX1 (NR0B1) inhibitors on StAR promoter, primary screen, cell-based, luminescence, SF-1 (NR5A1), full-length DAX-1; HEK293T StAR-luciferase reporter, SF-1/DAX-1 repression relief; inhibition, % at 6.8 µM; hit rate 1.1% among 370,000; AID 652010, 2013;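 active means inhibition above the mean over all tested compounds plus 3 SD, cut at about 3.6% in these data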;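 further: 0% = DAX-1 cells with DMSO and 100% = cells lacking DAX-1 with DMSO; higher inhibition means more luminescence from relief of DAX-1 repression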
FXN GAA850 act: FXN promoter activators, primary screen, cell-based, luciferase luminescence, HEK293 lucGAA850. AID 540364, 2011. hit rate 0.56% among 360,000. HEK293 lucGAA850 FXN promoter luciferase reporter, 24 h; percent of 10 µM SAHA response. activation, % at 6 µM;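 active means activation above the average of all compounds screened plus 3 SD, cutoff fixed separately per campaign, cut at about 7.5% in these data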;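 further: 0% = DMSO wells and 100% = 10 µM SAHA wells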
ssDAF-12 act: S. stercoralis DAF-12 nuclear receptor activators, primary screen, cell-based, luminescence, HEK293, GRIP1 co-expression, lit1-tk-luc | HEK293 ssDAF-12/GRIP1 lit1-tk-luc reporter; % of 3 µM dafachronic acid response | activation, % at 6.8 µM | hit rate 1% among 370,000 | AID 652126, 2013;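 active means activation above the mean over all tested compounds plus 3 SD, cut at about 0.9% in these data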;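 further: 0% = DMSO-only wells and 100% = 3 µM delta7-dafachronic acid wells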
hgDAF12 agonist: H. glycines DAF-12 receptor agonists, primary screen, cell-based, luminescence, HEK293, GAL4 fusion, UAS-luciferase; HEK293 GAL4-hgDAF12 UAS-luciferase reporter, agonist luminescence; normalized to butyrate control; activation, % at 6.8 µM; hit rate 1.8% among 370,000; AID 687014, 2013;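 active means activation above a cutoff set at the mean of all screened compounds plus 3 SD, cut at about 10% in these data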;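 further: 0% = DMSO wells and 100% = sodium butyrate wells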
SMARCA2 act: SMARCA2 (BRM) function activators, primary screen, cell-based, luminescence, high throughput; MG213 cells, MMTV-luciferase reporter, dexamethasone, overnight; activation, % at 9.1 µM; hit rate 1% among 370,000; in the data active means activation above about 7.8%;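 further: 0% = vehicle wells and 100% = reference activator wells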
* hit, by the source's call; . = no result given; & = joins results of further samples. Hits appear at their usual frequency (roughly 6.6% active in at least one column).

SMILES	ADAM10 inh	hcDAF12 agonist	DAX1 inh-1	HGIII-sPLA2 inh	NPR1 activator	GC-B act	DAX1 inh-2	FXN GAA850 act	ssDAF-12 act	hgDAF12 agonist	SMARCA2 act
O=C(CSc1ncc(C(F)(F)F)cc1Cl)N1CCNC1=O	-4.6	0.8	0.4	-0.6	-1.0	-3.0	0.0	1.0	-1.2	0.4	-1.4
C[C@@H]1CN([C@H](C)CO)C(=O)CCCn2nncc2CO[C@@H]1CN(C)S(=O)(=O)c1ccc(Oc2ccccc2)cc1	2.1	-0.1	-0.4	-9.5	2.6	-2.6	0.3	-1.1	-1.0	-1.2	-3.1
COc1ccccc1N1CCN(CC(=O)c2ccc(F)cc2)CC1	-9.8	0.8	1.1	2.4	1.5	3.1	0.5	1.7	-1.6	0.1	-0.8
COc1ccc(OCCCN2CCC(C(O)(c3ccccc3)c3ccccc3)CC2)cc1	3.0	-1.6	.	-5.4	-15.2	-18.2	-0.3	.	-0.9	-0.1	-1.8
CN1CCc2c(c3c(n2C)CCN(C)[C@@H]3c2cccnc2)[C@H]1c1cccnc1	-10.4	2.6	0.3	17.3	-1.8	6.5	0.1	2.2	-1.8	-2.0	1.0
NC1=NC(=O)/C(=C\c2cccs2)S1	1.2	0.2	1.3	-0.1	4.9	-5.9	0.3	2.4	-1.1	-0.3	-0.1
CCc1ccc(N(C(=O)CNC(=O)c2ccco2)C(C(=O)NC2CCCC2)c2cccnc2)cc1 (stereo not given)	-19.4	1.6	0.5	12.8	-3.6	0.9	-0.3	1.7	-1.0	1.3	-3.5
C[C@H]1CN=C(N(C)C)N1CC1CCCCC1	3.1	-0.4	0.0	4.3	0.0	3.3	1.1	0.3	-0.8	0.1	0.4
COc1ccccc1N1CCN(C(=O)c2cc3sccc3n2C)CC1	6.9	-2.3	0.4	-2.5	-2.2	-1.1	-1.2	-0.6	-1.4	-1.9	3.7
CCOc1ccc(NC(=O)NCCCN2CCCC2)cc1	-10.9	1.0	0.1	10.1	-2.8	0.0	-0.2	-1.6	-1.1	0.3	-4.8
Clc1cc(Br)ccc1OCCOCCN1CCOCC1	14.7	1.9	-1.6	-7.4	-4.7	0.2	0.1	1.7	-1.1	0.6	-0.3
Cc1cccc(C)c1NC(=O)c1cccc(N2C(=O)C3CCC(C)CC3C2=O)c1 (stereo not given)	-9.8	-1.9	0.1	4.2	0.3	-0.1	1.7	-0.6	-1.1	2.2	-2.4
CC(=O)Nc1cccc(C(=O)Nc2ccc(S(=O)(=O)N3CCCCC3)cc2)c1	7.6	0.9	-2.3	-15.0	-1.2	-4.9	-0.8	-0.9	-0.8	1.4	2.5
Cc1occc1C(=O)N(C)CC1CCCN(CCc2ccc(Cl)cc2)C1 (stereo not given)	0.1	-1.0	0.5	-3.8	-3.5	-5.2	-0.2	-1.8	-1.6	-0.7	1.3
CCC(C)(NC(=O)CNC(C)=O)C(=O)NC1CCCCC1 (stereo not given)	-2.3	0.4	1.1	1.1	4.3	6.8	0.7	-0.1	-0.8	1.0	-2.2
COc1ccc2c(c1)SCCC2=O	-83.0	-1.4	0.9	12.8	1.1	6.8	-0.5	2.7	-1.8	2.1	-0.6
Cc1cccc(OCC(=O)O/N=C(\N)Cc2ccc([N+](=O)[O-])cc2)c1	2.3	-1.7	-0.2	-7.1	0.5	6.2	-0.8	0.8	-1.2	-3.0	-5.1
CCOC(=O)c1ccc(N/C=C/C(=O)c2ccc(OC)cc2)cc1	-4.8	-0.7	3.2	1.0	4.7	0.5	0.6	4.9	-0.7	0.2	-1.3
CCCCC(=O)N/N=C/c1sccc1C	6.5	-1.6	-0.6	1.3	0.2	-1.2	0.0	0.6	-1.2	0.5	-0.9
COc1ccc(/C=N/NC(=O)CN2CCCC2)cc1	-0.2	-0.4	0.6	3.4	-1.1	12.4	0.7	0.1	-1.1	3.9	1.8
O=C(OC12CCCN(C1)/C(=C/c1ccc(Cl)cc1)C2)C1CCCCC1 (stereo not given)	-13.8	0.6	.	8.8	1.7	-4.9	0.9	.	-1.2	-0.6	-3.0
O=C(COc1ccc2ccc(=O)oc2c1)Nc1nccs1	-94.7	2.6	1.2	-4.3	3.4	-10.6	1.2	2.3	0.1	8.7	3.0
COc1ccc(C=NNC(=O)CCCC(=O)NN=Cc2ccc(OC)c(OC)c2)cc1OC	-8.5	-1.1	0.5	3.8	2.2	3.3	-1.2	-0.1	0.5	0.5	1.8
CC(C)OCCCNC(=O)c1c(N)n(/N=C/c2ccccn2)c2nc3ccccc3nc12	-14.4	-1.4	-1.6	-0.9	-5.7	1.0	-0.5	-0.5	-1.5	2.5	-0.3
NC(=O)c1cc(-c2cccnc2)nc2ccc(Br)cc12	-11.3	-4.1	0.6	5.6	3.5	-1.9	-0.4	-0.6	-1.6	0.2	-0.1

Exported field by field: entries from further up
mol: CCc1ccc(N(C(=O)CNC(=O)c2ccco2)C(C(=O)NC2CCCC2)c2cccnc2)cc1 (stereo not given)
  ADAM10 inh: -19.4
  hcDAF12 agonist: 1.6
  DAX1 inh-1: 0.5
  HGIII-sPLA2 inh: 12.8
  NPR1 activator: -3.6
  GC-B act: 0.9
  DAX1 inh-2: -0.3
  FXN GAA850 act: 1.7
  ssDAF-12 act: -1.0
  hgDAF12 agonist: 1.3
  SMARCA2 act: -3.5
mol: C[C@H]1CN=C(N(C)C)N1CC1CCCCC1
  ADAM10 inh: 3.1
  hcDAF12 agonist: -0.4
  DAX1 inh-1: 0.0
  HGIII-sPLA2 inh: 4.3
  NPR1 activator: 0.0
  GC-B act: 3.3
  DAX1 inh-2: 1.1
  FXN GAA850 act: 0.3
  ssDAF-12 act: -0.8
  hgDAF12 agonist: 0.1
  SMARCA2 act: 0.4

Next part:
SMILES	ADAM10 inh	hcDAF12 agonist	DAX1 inh-1	HGIII-sPLA2 inh	NPR1 activator	GC-B act	DAX1 inh-2	FXN GAA850 act	ssDAF-12 act	hgDAF12 agonist	SMARCA2 act
CCCCCn1c(CNC(=O)c2cccs2)nc2ccccc21	3.3	-2.6	-1.1	-2.2	-4.5	-0.3	0.0	-1.3	-1.3	-3.1	-4.4
CC(C)Cn1c(=O)c(-[n+]2ccccc2)c([O-])c2ccccc21	-0.7	-1.0	0.2	1.6	3.2	1.3	0.1	3.0	-1.1	1.5	1.5
Cc1ccc(C)c(NC(=O)CCNS(=O)(=O)c2ccc3[nH]c(=O)oc3c2)c1	2.1&3.8	0.9&0.3	0.2	-6.3&7.7	-2.2&2.5	1.7&7.9	0.3&0.0	1.1	-0.7&-1.6	-0.5&0.6	0.2&-6.2
CCC(C)(C)NC(=O)c1ccc2c(c1)S(=O)(=O)c1ccccc1C2=O	7.1	-2.4	-1.6	-6.2	0.3	2.2	-1.2	-0.3	-1.7	-2.3	-1.1
O=C(NOC(=O)c1c(F)cccc1Cl)c1ccc(Cl)c(Cl)c1	5.2	0.7	-0.5	5.5	3.2	1.0	-0.1	1.1	-0.4	2.4	1.4
O=C(O)c1cc(Cl)c(Cl)cc1C(=O)NCc1ccco1	-1.6	-1.0	-0.2	12.8	-1.9	-0.6	0.1	0.6	-0.8	-1.1	-0.6
Cc1ccc(S(=O)(=O)NN2C(=O)/C(=C/c3ccc(F)cc3)SC2=S)cc1	3.3	-2.1	-1.1	-3.1	0.9	-1.5	1.0	0.2	-1.5	0.4	-3.5
CC(CN1C(C)CCCC1C)OC(=O)c1ccc(Cl)cc1 (stereo not given)	1.4	-0.4	-0.4	-0.6	1.4	-1.6	0.0	2.1	-1.2	4.3	5.5
NC(=O)C1CCN(CC(=O)N2N=CCC2c2ccccc2)CC1 (stereo not given)	10.7	3.1	-0.6	1.0	-1.2	2.9	0.3	-0.9	-0.2	2.6	-1.3
COc1ccc(-n2nc(C(=O)N3CCC(N4CCCCC4)CC3)c3c4ccccc4n(C)c3c2=O)cc1	-17.7	2.6	0.0	6.0	1.6	0.4	0.2	2.0	-0.3	0.3	-1.5
CNC(=O)c1[nH]cnc1C(=O)N[C@@H](CCCCNC(=O)OC(C)(C)C)C(=O)OC(C)(C)C	0.1	-0.1	0.1	-6.3	2.9	4.6	-0.3	1.0	-1.5	-0.3	0.5
COc1ccccc1N1CCN(CC(=O)Nc2nccs2)CC1	-5.2	-2.0	-0.2	0.7	-2.8	-8.5	-0.2	1.8	-1.5	0.0	-2.0
COc1ccc(S(=O)(=O)Nc2c(O)c3ccccc3oc2=O)cc1	-12.5	-0.5	0.2	-0.3	-2.4	4.1	0.4	2.1	-0.5	2.7	3.1
O=C(O)c1ccc2c(c1)C(=O)N(c1ccc(C(=O)OCC(=O)c3ccccc3)cc1)C2=O	8.7	1.4	2.3	-0.1	-7.0	-9.6	-0.3	1.0	-1.1	4.5	5.5
O=C(O)C1Nc2c(Cl)cc(Cl)c(Cl)c2C2C=CCC12 (stereo not given)	-6.7	-0.2	0.5	-1.8	-15.5	-1.1	-0.2	1.0	-1.0	-1.1	-0.7
O=C(c1cccc([N+](=O)[O-])c1)N1CCCN(C(=O)c2cccc([N+](=O)[O-])c2)CC1	0.1	-0.5	0.0	-0.3	2.9	2.2	0.0	-3.8	-0.9	-2.2	-1.9
CCSC1=N/C(=C\C=C2/Oc3ccccc3N2CC)C(=O)S1	9.7	-0.7	-0.4	-0.6	1.4	-3.8	-0.6	2.4	-1.3	1.6	-0.2

From PubChem
